Compound activity as filed in PubChem BioAssay.
KCNQ2 inh = KCNQ2 potassium channel inhibitors, primary screen, cell-based, CHO-K1, FluxOR thallium flux, B-score (AID 2156); Potassium voltage-gated channel subfamily KQT member 2 (Rattus norvegicus), O88943; 20 min; hits give low values; B-score at 10 µM; 310,000 compounds, 1.1% hits;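 active = fluorescence ratio B-score at most minus 3 library SDs, with starting brightness B-score within 2 library SDs, cut at about -5.5 in these data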
CHT block = inhibitors of human choline transporter CHT; High affinity choline transporter 1 (Homo sapiens), Q9GZV3; CHT-expressing cells, membrane potential dye, choline response; hits give low values; B-score at 10 µM; 310,000 compounds, 0.86% hits; AID 488975, 2010;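 active = B-score over 3 SD under the library average, and starting fluorescence ratio not unusually high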;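 also: choline stimulus applied at its EC90 after an EC20 pre-addition; B-score computed on integrated fluorescence ratio after choline addition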
Target sequence (Q9GZV3 whole entry, looked up): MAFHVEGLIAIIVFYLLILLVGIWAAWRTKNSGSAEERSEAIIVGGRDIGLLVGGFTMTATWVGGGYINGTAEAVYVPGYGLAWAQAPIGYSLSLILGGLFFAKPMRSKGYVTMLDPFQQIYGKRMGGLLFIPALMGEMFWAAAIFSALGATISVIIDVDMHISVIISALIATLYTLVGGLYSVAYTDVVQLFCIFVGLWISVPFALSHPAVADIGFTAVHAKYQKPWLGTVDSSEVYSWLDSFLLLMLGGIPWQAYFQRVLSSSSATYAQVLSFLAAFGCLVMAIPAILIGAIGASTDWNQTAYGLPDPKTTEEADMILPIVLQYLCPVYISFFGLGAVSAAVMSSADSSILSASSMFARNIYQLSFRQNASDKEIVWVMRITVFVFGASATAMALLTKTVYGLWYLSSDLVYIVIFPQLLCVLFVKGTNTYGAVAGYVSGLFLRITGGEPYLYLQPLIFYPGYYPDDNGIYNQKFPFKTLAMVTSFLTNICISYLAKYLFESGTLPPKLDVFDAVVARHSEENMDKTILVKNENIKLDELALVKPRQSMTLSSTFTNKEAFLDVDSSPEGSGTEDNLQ
Kir21 inh = inhibitors of mouse Kir2.1 inward-rectifier potassium channel. 310,000 compounds, 0.85% hits. B-score at 10 µM. Inward rectifier potassium channel 2 (Mus musculus), P35561. HEK293-Kir2.1, FluxOR thallium flux fluorescence; hits give low values;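 active = fluorescence ratio B-score at or below minus 3 SD of library scores, with starting-brightness B-score within 2 SD, cut at about -4.2 in these data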;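 also: channel flux triggered by added potassium and thallium sulfate stimulus; B-score of peak minus minimum fluorescence over baseline after thallium stimulus; more negative B-score means stronger Kir2.1 block with less thallium influx; some compounds called inactive have numbers as strong as hits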
Target sequence (P35561 whole entry, looked up): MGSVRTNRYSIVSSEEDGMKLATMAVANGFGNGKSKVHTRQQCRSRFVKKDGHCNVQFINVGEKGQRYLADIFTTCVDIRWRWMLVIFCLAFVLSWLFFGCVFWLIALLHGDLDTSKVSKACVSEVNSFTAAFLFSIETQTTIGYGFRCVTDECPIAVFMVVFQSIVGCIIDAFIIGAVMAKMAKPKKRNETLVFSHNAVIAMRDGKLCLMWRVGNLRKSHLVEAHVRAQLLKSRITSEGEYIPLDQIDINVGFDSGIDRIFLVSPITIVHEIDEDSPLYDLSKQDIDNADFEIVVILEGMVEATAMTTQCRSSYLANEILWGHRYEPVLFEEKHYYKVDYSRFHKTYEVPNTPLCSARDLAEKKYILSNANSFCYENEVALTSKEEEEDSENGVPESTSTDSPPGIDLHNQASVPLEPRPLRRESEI
* = called active by the depositor; i = inactive.

SMILES	KCNQ2 inh	CHT block	Kir21 inh
CCOC(=O)Cc1csc(NC(=O)c2c(O)c3ccccc3n(CC(C)C)c2=O)n1	i	i	0.51
Cc1ccc2c(c1)nnn2C1CCN(S(=O)(=O)c2ccc3ccccc3c2)CC1	i	i	-0.01
CO/N=C/C(=N\Nc1ccccc1)C(=O)c1ccccc1	i	i	-0.13
C/C(=N\NC(=O)c1ccccc1N)c1ccc(NC(=O)Cc2ccccc2)cc1	i	i	-0.1
Cc1ccc(-c2cc(C(=O)Nc3cccnc3)c3ccccc3n2)s1	-7.9*	i	-1.1
Cc1ccc(S(=O)(=O)N2CCC[C@H]2C(=O)OCC(=O)c2ccc3c(c2)NC(=O)CO3)cc1	i	i	-2.4
COc1cc2c(cc1OC)[C@H](C)N(C(=S)Nc1ccc(F)cc1)CC2	i	i	0.73
COc1ccc(NC(=O)CN(C)S(=O)(=O)c2ccc(Br)s2)cc1OC	i	i	1.4
Cc1cc(NS(=O)(=O)c2ccc(NC(=S)NC(=O)c3ccc(Cl)cc3Cl)cc2)no1	i	i	2.9
Cc1cc(C)c(S(=O)(=O)Nc2c(C)[nH]c(=O)[nH]c2=O)c(C)c1	i	i	0
O=C(c1ccc(S(=O)(=O)Nc2ccccc2F)cc1)N1CCCCCC1	i	i	-2.1
COc1cccc(CNC(=O)C2CCN(S(=O)(=O)c3ccc4c(c3)CC(C)N4C(=O)C3CC3)CC2)c1 (configuration not stated)	i	i	0.01
O=C(COc1ccccc1)Nc1nnc(S(=O)(=O)N2CCCCC2)s1	i	i	0.09
N#Cc1ccc(CSc2nnc(-c3ccccc3)n2Cc2ccco2)cc1	i	i	-1.7
C/C(=N\NC(=O)c1cccs1)c1c(O)cc(C)oc1=O	i	i	-0.06
CC(=O)c1sc(NC(=O)COc2ccc(C(C)C)c(C)c2)nc1C	i	i	0.51
O=C(Nc1cccc([N+](=O)[O-])c1)N1CCN(c2ccccc2)CC1	i	i	0.53
COc1cccc(-c2nc3ccc(C(=O)N4CCCC(O)C4)cc3o2)c1 (configuration not stated)	i	i	-0.06
COC(=O)c1cc2c(-c3ccccc3)cc3ccccn3c-2c1C(=O)OC	i	i	-0.28
COc1ccc(CNC(=O)c2cccc3c2C(=O)N(Cc2cccnc2)C3)cc1	i	i	1.3
CC(/C=C/c1ccc2c(c1)OCO2)=N/NC(=O)COc1ccc(C)cc1	i	i	-1.2
COc1ccc(-n2c3c(cc(C(=O)Nc4ccc(C)cc4)c2=O)C(=O)CCC3)cc1	i	i	0.44
COc1cc(C(=O)CSc2nncn2C)cc(OC)c1OC	i	i	0.2
CC(=O)c1ccc(NC(=O)CN2C(=O)/C(=C/C=C/c3ccccc3)SC2=S)cc1	i	i	0.38
Cc1ccsc1/C=N\NC(=O)Cn1nnc2ccccc21	i	i	-0.11

Remaining list, next part:
SMILES	KCNQ2 inh	CHT block	Kir21 inh
COC(=O)c1c(NC(=O)c2nc3nc(C)cc(C(F)F)n3n2)sc2c1CCC2	i	i	1.4
CCOC(=O)CNC(=O)CSc1nnc(-c2ccc(OC)cc2)n1CC	i	i	0.12
CN(C(=O)COC(=O)C1CSC2(C)CCC(=O)N12)c1ccccc1 (configuration not stated)	i	i	1.4
Cc1ccc(-n2c3c(cc(C(=O)N4CCN(C)CC4)c2=O)C(=O)CC(C)(C)C3)cc1	i	i	-2.7
Cc1cc(N)n(-c2ccccc2C)n1	i	i	0.34
Cc1csc2c(N3CCN(C(=O)c4ccc(C(C)(C)C)cc4)CC3)ncnc12	i	i	0.09
CCN(c1ccccc1)S(=O)(=O)c1ccc(OC)c(NC(=O)C2CC(=O)N(Cc3ccccc3)C2)c1 (configuration not stated)	i	i	0.83
CC(=O)C(Sc1ccc2nnc(-c3ccc(F)cc3)n2n1)C(C)=O	i	i	2.1
O=C(CN1CCN(C(=O)C2CCCO2)CC1)Nc1c(Cl)cccc1Cl (configuration not stated)	i	i	-0.76
CC(CCc1ccccc1)NC(=O)COC(=O)c1ccc(NC(N)=O)cc1 (configuration not stated)	i	i	-1.1
O=C(COC(=O)c1ccc([N+](=O)[O-])s1)NCc1ccc(F)cc1	i	i	-2.7
Clc1ccc(-c2nn3cnnc3s2)c(Cl)c1	i	i	-0.01
O=C(Nc1nc2ccccc2s1)C1CC(=O)N(c2ccc(Br)cc2)C1 (configuration not stated)	i	i	0.17
Cc1cc(-c2ccccc2)nc(SCc2ccc(C(=O)O)o2)n1	i	i	0.08
CCN(CC)CCCN(Cc1cc2cc3c(cc2[nH]c1=O)OCO3)C(=S)NCc1ccco1	i	i	-0.81
COC(=O)Nc1nnc(COc2ccccc2)s1	i	i	-1.7
CNC(=O)CCc1nc(-c2ccc(C(C)(C)C)cc2)no1	i	i	-0.01
COC(=O)Cn1c(N)[n+](Cc2ccccc2)c2ccccc21	i	i	-0.45
Cc1noc(C)c1COc1cccc(C(=O)OC(C)C(=O)Nc2ccc3c(c2)OCO3)c1 (configuration not stated)	i	i	0.51
CCCN1C(=O)c2ccc(C(=O)NC3CCCCC3)cc2C1=O	i	i	0.7
O=C(Oc1cc(Cl)cc(Cl)c1)c1cnc2n(c1=O)CCS2	i	i	-0.25
CC(C)(C)c1ccc(C2(C)NC(=O)N(CC(=O)c3ccc[nH]3)C2=O)cc1 (configuration not stated)	i	i	-0.75
Cn1c(=O)[nH]c(=O)c2c1nc(Br)n2CCCSc1nc2ccccc2o1	i	i	-0.25
O=c1ncn(-c2ccc(F)cc2)c2ncccc12	i	i	1.4
CCCCOc1ccc(/C=C/C(=O)OCC(=O)c2c(N)n(C)c(=O)n(C)c2=O)cc1OCC	i	i	-0.15

Next compounds
SMILES	KCNQ2 inh	CHT block	Kir21 inh
COc1ccc(S(=O)(=O)NC2CC(C)(C)NC(C)(C)C2)cc1C(C)C	i	i	-0.74
C=CCn1c(N)cc(=O)nc1SC(CC)C(=O)Nc1ccc(C(C)=O)cc1 (configuration not stated)	i	i	2.2
Cc1ccc(-c2nc(C#N)c(NCCN3CCCCC3)o2)cc1	i	i	0
Oc1ccc(Br)cc1/C=N/n1cnc2ccccc21	i	i	1.1
Cc1cc(C)n(-c2ccc(F)cc2)c(=O)c1C(=O)O	i	i	0.16
Cc1nc(-c2ccc(C#N)cc2)cs1	i	i	-0.22
c1ccc2c(Nc3nnc(-c4ccncc4)s3)cccc2c1	i	i	0.07
CCOC(=O)C1CCN(C(=O)Cn2cnc3sc(C)c(S(=O)(=O)N4CCOCC4)c3c2=O)CC1	i	i	-2.5
COC(=O)Cn1c(=NC(=O)c2cc(OC)c(OC)c(OC)c2)sc2cc(OC)ccc21	i	i	-0.18
O=C(Cc1n[nH]c(=O)c2ccccc12)OCc1c(Cl)cccc1Cl	i	i	-2.3
CCOC(=O)N1CCC(NC(=O)Cn2ncc3c2-c2cc(C)ccc2OC3)CC1	i	i	1.9
CN1C(=O)c2ccc(NC(=O)c3c(C(=O)O)cccc3[N+](=O)[O-])cc2C1=O	i	i	-0.05
COc1ccc(Nc2nc(Nc3ccc(OC)cc3)nc(SC3=NCCS3)n2)cc1	i	i	-1
O=C1NCCC12C(=O)Nc1ccccc12 (configuration not stated)	i	i	1.5
COc1ccc2oc(C(=O)OCC(=O)NC(=O)NC(C)C)c(C)c2c1	i	i	-0.53
O=C(O)Cn1ncc2c1-c1ccoc1CC2	i	i	0.02
CN(Cc1nccn1C)C(=O)CC1C(=O)NCCN1Cc1ccc(F)cc1Cl (configuration not stated)	i	i	1.5
COc1ccc(CCNS(=O)(=O)c2ccc(OC)c(OC)c2)cc1OC	i	i	1.3
COc1ccc(NC(=O)Nc2c(C)n(C)n(-c3ccccc3)c2=O)cc1OC	i	i	-2.5
O=C(Nc1ccc(Cl)cc1)OCCn1nnnc1C(c1ccccc1)N1CCOCC1 (configuration not stated)	i	i	-1.4
CC1=C(C(=O)OC(C)C)C(c2ccsc2)NC(=O)N1C (configuration not stated)	i	i	-0.91
CCOc1ccccc1NS(=O)(=O)c1ccc(-n2cccn2)cc1	i	i	0.18
COc1ccc(CCNC(=O)Oc2ccccc2)cc1OC	i	i	0.02
O=C(/C=C/c1cccs1)N1CCN(c2ccccc2)CC1	i	i	-1.1
COc1cc(NC(=O)C2CCCN(S(=O)(=O)c3ccc4c(c3)oc(=O)n4C)C2)cc(OC)c1 (configuration not stated)	i	i	0.36

Single records, from the list above. Values in the order: KCNQ2 inh | CHT block | Kir21 inh
O=C1NCCC12C(=O)Nc1ccccc12 (configuration not stated) is listed as i | i | 1.5
Cc1ccc(-c2nc(C#N)c(NCCN3CCCCC3)o2)cc1 is listed as i | i | 0
CCOC(=O)N1CCC(NC(=O)Cn2ncc3c2-c2cc(C)ccc2OC3)CC1 is listed as i | i | 1.9

The listing continues:
SMILES	KCNQ2 inh	CHT block	Kir21 inh
Cc1cccc(OCC(=O)N2CCN(C(=O)COc3ccc(Cl)cc3)CC2)c1	i	i	0.08
CCCc1nc2nc(C)c(NS(=O)(=O)c3ccc(CC(C)C)cc3)c(=O)n2[nH]1	i	i	2.9
CCOc1cc(C(=O)Nc2nnc(S(=O)(=O)N3CCOCC3)s2)cc(OCC)c1OCC	i	i	-0.27
CCn1c(C)cc(/C=C2\NC(=O)N(Cc3ccccc3)C2=O)c1C	i	i	-1.3
O=C(O)CN1C(=O)/C(=C\c2cccc(OCc3ccc(F)cc3)c2)SC1=S	i	i	1.4
COC(=O)c1ccc(N=NN2CCCCC2)cc1	i	i	-1.3
CC1(C)CC2CC(C)(CN2S(=O)(=O)c2ccc(N)cc2)C1 (configuration not stated)	i	i	-0.15
CCOC(=O)Cc1ccc(NC(=O)c2cccc([N+](=O)[O-])c2)cc1	i	i	0.03
Nc1ncc(Br)cc1N=Cc1ccccc1	i	i	0.5
O=C(NC1CCCc2ccccc21)c1cc(F)cc(F)c1 (configuration not stated)	i	i	0.03
CC1=C(C(N)=O)C(c2cccs2)n2nc(-c3cccc(C)c3)nc2N1 (configuration not stated)	i	i	-0.11
COc1ccc(CNC(=O)Cn2nc(C)n3cccc3c2=O)cc1	i	i	-1.7
O=C(COC(=O)/C=C/c1cn(-c2ccccc2)nc1-c1cccnc1)Nc1ccc(Cl)cc1Cl	i	i	-3.8
C=CCn1c(SCC(=O)NCc2ccc3c(c2)OCO3)nnc1-c1cccnc1	i	i	-0.03
CC1(C)CC(=O)c2cnc3nc4ccccc4n3c2C1	i	i	-0.04
COc1ccc(/C=C/C(=O)NC(=S)NNC(=O)c2c(-c3ccccc3)noc2C)cc1	i	i	0.07
CNC(=O)COc1coc(CN2CCN(c3cccc(Cl)c3)CC2)cc1=O	i	i	1.1
CCOc1ccc(N2CC(C(=O)OCC(=O)c3ccc(OC)cc3)CC2=O)cc1 (configuration not stated)	i	i	1.5
O=C(CSc1nnc(CNc2ccccc2)o1)N1CCc2ccccc21	i	i	0.43
CCOC(=O)/C=C1\CN(Cc2ccc(OC)cc2)S(=O)(=O)c2ccccc21	i	i	-2.9
Cc1ccccc1S(=O)(=O)Nc1ncc(C(F)(F)F)cc1Cl	i	i	0.85
Cn1c(SC/C=C/c2ccccc2)nnc1-c1cccs1	i	i	-1.2
CCCCCCNC(=O)c1ncn[nH]1	i	i	0.38
C(=N/Nc1nc(-c2ccccc2)cc(-c2ccccc2)n1)/c1cccnc1	i	i	0.69
CCOC(=O)C(C)Sc1ncnc2nc[nH]c12 (configuration not stated)	i	i	0.11

Nothing new here: 7 of the compounds above.
SMILES	KCNQ2 inh	CHT block	Kir21 inh
O=C(CSc1nnc(CNc2ccccc2)o1)N1CCc2ccccc21	i	i	0.43
CCOC(=O)/C=C1\CN(Cc2ccc(OC)cc2)S(=O)(=O)c2ccccc21	i	i	-2.9
Cc1ccccc1S(=O)(=O)Nc1ncc(C(F)(F)F)cc1Cl	i	i	0.85
Cn1c(SC/C=C/c2ccccc2)nnc1-c1cccs1	i	i	-1.2
CCCCCCNC(=O)c1ncn[nH]1	i	i	0.38
C(=N/Nc1nc(-c2ccccc2)cc(-c2ccccc2)n1)/c1cccnc1	i	i	0.69
CCOC(=O)C(C)Sc1ncnc2nc[nH]c12 (configuration not stated)	i	i	0.11

Later entries:
SMILES	KCNQ2 inh	CHT block	Kir21 inh
Cc1nc(Oc2ccccc2)c2ccsc2n1	i	i	0.6
CC(C)CC(NC(=O)c1ccc(Cl)cc1)C(=O)OCC(=O)c1ccc2c(c1)NC(=O)CO2 (configuration not stated)	i	i	-0.88
CC/C(O)=C1\C(=O)CC(C)(C)CC1=Nc1ccccc1C	i	i	-1.9
Cc1ccc(NC(=O)COc2ccc(-c3nnco3)cc2)cc1S(=O)(=O)N1CCOCC1	i	i	0.47
CC(Sc1nc2scc(-c3ccccc3)c2c(=O)[nH]1)C(=O)NC(N)=O (configuration not stated)	i	i	0.42
CC1(C)Cc2cccc(Oc3cc(NN4CCCCC4)c([N+](=O)[O-])cc3[N+](=O)[O-])c2O1	i	i	-0.81
CC(C)CN1CCC(C(=O)N2CCN(c3ccccc3F)CC2)CC1	i	i	-0.69
COc1cc(C(C)=O)ccc1OCC(=O)OCCCOC(=O)COc1ccc(C(C)=O)cc1OC	i	i	1.4
CC(C)=N/N=C1\NC(=O)C(C)S1 (configuration not stated)	i	i	-1.2
Cc1ccc(-c2cc(C(=O)NCc3ccco3)c3ccccc3n2)o1	i	i	-0.13
O=c1[nH]c2c(s1)C(c1ccc(O)cc1)C1C3CCC(C3)C1S2 (configuration not stated)	i	i	-1.1
CN(CC(=O)Nc1cccc(F)c1)C(=O)c1ccc(C2SCCS2)cc1	i	i	1.1
